Screening data from PubChem BioAssay.
HTRA1 inhibitor = HTRA1 (human) protease inhibition. recombinant HTRA1, FP-rhodamine activity-based probe, fluorescence polarization. inhibition, % at 5.96 µM. actives 0.5% (n = 340,000). AID 504803. Q92743; in the data active means inhibition above about 36%;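 further: 0% = enzyme with DMSO and 100% = wells lacking enzyme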
Target sequence (Q92743 whole entry, looked up): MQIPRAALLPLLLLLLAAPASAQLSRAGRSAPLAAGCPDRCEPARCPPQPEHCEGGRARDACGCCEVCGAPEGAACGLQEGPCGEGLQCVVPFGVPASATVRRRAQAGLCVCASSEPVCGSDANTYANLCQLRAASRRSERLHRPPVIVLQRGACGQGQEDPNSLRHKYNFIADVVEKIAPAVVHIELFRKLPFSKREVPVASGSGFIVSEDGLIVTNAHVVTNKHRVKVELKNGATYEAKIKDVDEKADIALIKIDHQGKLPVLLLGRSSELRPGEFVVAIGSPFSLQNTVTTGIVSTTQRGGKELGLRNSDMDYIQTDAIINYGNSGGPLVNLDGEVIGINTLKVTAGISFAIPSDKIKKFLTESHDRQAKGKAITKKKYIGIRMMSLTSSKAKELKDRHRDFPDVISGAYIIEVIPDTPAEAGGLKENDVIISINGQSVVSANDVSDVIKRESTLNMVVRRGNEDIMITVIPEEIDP
* hit, by the source's call. This is a subset, so the mix of outcomes need not match the whole.

| molecule | HTRA1 inhibitor |
| --- | --- |
| COc1cc(NC(=O)c2cccnc2)c(OC)cc1NC(=O)c1ccc(Br)cc1 | 4 |
| CCN(CC)C(=O)c1ccc2c3c(cccc13)C(=O)N(CCc1ccc(OC)c(OC)c1)C2=O | -1 |
| CCCCCc1cc(=O)oc2c(C(CCN3CCCC(C)C3)c3ccc(N(C)C)cc3)c(OC)cc(OC)c12 (stereo not given) | 23 |
| N#CCCN1CCN(C(=S)c2ccc(-c3ccc(Cl)cc3)o2)CC1 | -9 |
| CCOc1ccc(C2OC34CCCCC3C(C#N)(C#N)C2(C#N)C(=N)O4)cc1OC (stereo not given) | 35 |
| Cc1ccc(CCNC(=O)C2CCCN2S(=O)(=O)c2ccc3c(c2)CCC(=O)N3)cc1 (stereo not given) | -2 |
| CCCCCOC(=O)c1[nH]c2c(c1C)C(=O)CC(c1ccco1)C2 (stereo not given) | -19 |
| CN1CCN(C(=O)c2ccc3c(c2)N(Cc2ccccc2)CCS3)CC1 | -3 |
| COc1cc(N2CCCC2)c(OC)cc1/C=C(/C#N)c1cccc(Br)c1 | 1 |
| O=C1NC(=S)S/C1=C\c1ccc(SCc2ccco2)o1 | 20 |
| COc1cc2oc3ccccc3c(=O)c2cc1OC | 0 |
| C[C@@H]1C(c2cccc(Cl)c2)=NN(c2ccc(Br)cc2)[C@H]1C(=O)N1CCOC1=O | -14 |
| Cc1ccc(N2C(=O)N3[C@H](c4ccc(F)cc4)[C@@H]4C(=O)N(C5CCCCC5)C(=O)[C@@H]4[C@]3(C)C2=O)cc1 | -4 |
| CN1/C(=C/C(=O)c2nc(S(C)(=O)=O)ncc2Cl)C(C)(C)c2ccccc21 | -42 |
| Cc1nc(SCC(=O)NCc2ccco2)c2c(=O)n(C)c(=O)n(CC(C)C)c2n1 | 5 |
| CCOC(=O)CN1C(=O)N[C@@H](c2ccccc2)C(C(=O)OC)=C1C | 2 |
| Cc1ccccc1N1C(=O)c2sc3nc4c(c(=O)n3c2C1=O)CCC4 | -12 |
| CN1CCN(C2=C(NS(=O)(=O)c3ccccc3)C(=O)c3ccccc3C2=O)CC1 | 3 |
| COc1ccc(Nc2ncnc3sc(C)cc23)cc1 | -1 |
| CCOC(=O)C1CCCN(C(=O)Cn2sc3nc(C)cc(C)c3c2=O)C1 (stereo not given) | 7 |

(continued)
| molecule | HTRA1 inhibitor |
| --- | --- |
| Cc1c(C(=O)OCC2CCCO2)[nH]c2c1C(=O)CC(c1ccco1)C2 (stereo not given) | 4 |
| CCN1CCN(c2cc(N3CCN(C(=O)c4ccco4)CC3)c3c4c(onc24)-c2ccccc2C3=O)CC1 | 70* |
| CCS(=O)(=O)C1=NSC2=NC(=O)/C(=C\c3ccc(OS(=O)(=O)c4ccccc4)c(OC)c3)C(=N)N21 | -8 |
| CCCCn1nnc(NC(=O)c2ccc(-c3cccc(Cl)c3)o2)n1 | -41 |
| COc1cc(/C=C/C(=O)c2ccc3c(c2)OCO3)cc(OC)c1OC | 0 |
| CC1CCN(C(=O)Cn2c(=O)n(CCc3ccccc3)c(=O)c3ccccc32)CC1 | -9 |
| CCc1cc(=S)n2c([nH]c3ccccc32)c1C#N | 4 |
| CCCCC(=O)Nc1nc2c(s1)COc1ccccc1-2 | -12 |
| O=C1C=C(N(CCO)Cc2ccccc2)c2ccccc2C1=O | 11 |
| Cn1cc(S(=O)(=O)N2CCOCC2)cc1C(=O)NCCc1ccccc1 | -5 |
| Cc1ccc(CNC(=O)C2(S(=O)(=O)c3ccccc3)CC=CC2)cc1 | -7 |
| Fc1ccc(Br)cc1C1C=C(c2cccnc2)Nc2ncnn21 (stereo not given) | 4 |
| CCC(=O)N1CCc2cc(Br)cc(S(=O)(=O)CCC(=O)NCc3ccco3)c21 | -3 |
| CC(C)C(NC(=O)C1CCCCC1)C(=O)NC1CCCC(C)C1C (stereo not given) | 1 |
| CCn1cc(C(=O)NCCC(C)C)c(=O)c2cc(S(=O)(=O)N3CCCCC3)ccc21 | 5 |
| Nc1nc(NCCO)nc(NCc2ccccc2)c1[N+](=O)[O-] | 1 |
| Cc1ccc(CSCC2Nc3ccc(C(=O)N4CCN(c5ccc(F)cc5)CC4)cc3NC2=O)cc1 (stereo not given) | 14 |
| CCC(CC)CN1C(Nc2ccccc2)=NC[C@@H]1CC(C)C | -1 |
| CCC1Nc2ncnc(N3CCOCC3)c2N(Cc2ccc(Cl)cc2)C1=O (stereo not given) | 3 |
| COC(=O)c1cc2c(n1S(=O)(=O)c1ccc(C)cc1)C(=O)C(=O)c1[nH]cc(C(=O)OCc3ccccc3)c1-2 | 15 |

Of the compounds above, these contain a cyano group.
| molecule | HTRA1 inhibitor |
| --- | --- |
| N#CCCN1CCN(C(=S)c2ccc(-c3ccc(Cl)cc3)o2)CC1 | -9 |
| CCOc1ccc(C2OC34CCCCC3C(C#N)(C#N)C2(C#N)C(=N)O4)cc1OC (stereo not given) | 35 |
| COc1cc(N2CCCC2)c(OC)cc1/C=C(/C#N)c1cccc(Br)c1 | 1 |
| CCc1cc(=S)n2c([nH]c3ccccc32)c1C#N | 4 |

More entries.
| molecule | HTRA1 inhibitor |
| --- | --- |
| CCC(C)[C@@H](CN(N=O)[C@@H](Cc1ccccc1)CN(C)N=O)N(CCc1ccccc1)N=O (stereo not given in full) | -4 |
| O=C(c1ccc2c3n(nc2c1)-c1ccccc1CO3)N1CCOCC1 | -2 |
| COc1ccc(-c2nc3n(n2)C(=O)CC(c2ccco2)S3)cc1 (stereo not given) | -7 |
| CCOC(=O)c1c(N)n(C2CC(C)(C)NC(C)(C)C2)c2nc3ccccc3nc12 | 2 |
| CCC(C)C1Nc2ccc(C(=O)NCCc3ccc(OC)c(OC)c3)cc2NC1=O (stereo not given) | -101 |
| COc1ccc(NC(=O)c2cccc3c2C(=O)N(CC2CCCO2)C3)cc1OC (stereo not given) | 6 |
| C#CCOCCOCCOCCNc1nc(N2CCN(C(=O)CCCCCCCCCCNC(=O)Cn3cc(C[C@@H](C)O)nn3)CC2)nc(N2CCN(C(=O)CCCCCCCCCCNC(=O)[C@@H]([C@H](C)CC)n3cc(CCCCCN)nn3)CC2)n1 | -60 |
| CSc1ncccc1C(=O)NNc1cc(Cl)ccc1Cl | 2 |
| CCCCNc1cc(C)nc(NCc2ccccc2)n1 | -3 |
| O=C(c1[nH]nc2c1CCc1ccccc1-2)N1CCN(Cc2ccc3c(c2)OCO3)CC1 | -7 |
| O=C(C1=C(O)C(=O)N(CCN2CCOCC2)C1c1ccc([N+](=O)[O-])cc1)c1cccs1 (stereo not given) | 9 |
| CN(C)S(=O)(=O)c1ccc(S(=O)(=O)N(Cc2ccco2)Cc2ccccc2Cl)cc1 | -9 |
| CCCn1c(NC(=O)c2cccc(C)c2C)nc2ccccc21 | 2 |
| CCCCC(=O)Nc1nc(C)c(-c2csc(Nc3ccc(Cl)cc3)n2)s1 | 9 |
| Cc1ccccc1NS(=O)(=O)c1ccc2[nH]cc(C(=O)N(C)Cc3ccco3)c(=O)c2c1 | -9 |
| Cc1oc2cc(Br)c(O)c(Br)c2c1-c1ccccc1 | -17 |
| COc1cccc(-c2cnc(NCc3cc(Cl)ccc3O)n2C)c1 | -1 |
| ON=C1c2cc(OCCN3CCCCC3)ccc2-c2ccc(OCCN3CCCCC3)cc21 | -1 |
| COc1ccc(C2NC(=O)c3ccccc3N2)cc1 (stereo not given) | 2 |
| NC(=O)C[C@@H]1NC(=O)[C@H](CCC(=O)O)NC(=O)c2cc([N+](=O)[O-])cc(I)c2OCC[C@@H](C(N)=O)NC1=O | 0 |

Next section.
| molecule | HTRA1 inhibitor |
| --- | --- |
| CCOC(=O)N1CCN(c2nc(-c3ccccc3)c3ccccc3n2)CC1 | 2 |
| Cc1ccc(C(=C2C3C=CC2C2C(=O)NC(=O)C32)c2ccc(C)cc2)cc1 (stereo not given) | -5 |
| CCCNC(=O)c1ccc2c(=O)c(O)c(-c3ccc(F)cc3)[nH]c2c1 | 15 |
| O=C(Cc1ccc(S(=O)(=O)N2CCOCC2)s1)N1CCN(c2cccc(C(F)(F)F)c2)CC1 | -3 |
| CN1CC2CCCC3(C1)C(=O)NC1(CCCCC1)N=C23 (stereo not given) | 3 |
| COc1ccc(-c2sc3ccc(OC)cc3c2-c2ccc(OCCN3CCOCC3)cc2)cc1 | -27 |
| CCCCN(Cc1ccccc1)c1ncnc2nc[nH]c12 | -7 |
| COc1ccc(C(=O)N/C(=C\c2ccco2)C(=O)NCCN2CCOCC2)cc1 | 1 |
| C#CCOCCOCCOCCNc1nc(N2CCN(C(=O)CCCCCCCCCCNC(=O)Cn3cc(C[C@@H](C)O)nn3)CC2)nc(N2CCN(C(=O)CCCCCCCCCCNC(=O)[C@H](CCCCN)n3cc(C[C@@H](C)CC)nn3)CC2)n1 | -63 |
| O=C(N[C@H]1C/C=C\C[C@H](CC(=O)N(CCO)Cc2ccccc2)C(=O)NC[C@H](c2ccccc2)OC1=O)OCC1c2ccccc2-c2ccccc21 | -4 |
| Nc1nonc1C(=O)NCCN=Cc1cc(Cc2ccccc2)cc(Br)c1O | 13 |
| COc1cc(-c2nnc3sc(C4CCCCC4)nn23)cc(OC)c1OC | -9 |
| COc1ccc(-c2nc(NC(=O)c3cc(C(C)(C)C)nn3C)sc2C)cc1 | -20 |
| CN=C1N(C)C[C@@H]2[C@@H]3C(=O)N(C)C(=O)[C@@H]3[C@](Cc3ccccc3)(C(=O)OC)N12 | 10 |
| COc1cccc2c1NC(C(=O)O)C1CC=CC21 (stereo not given) | 62* |
| O=C(Nc1ccc(N2CCCC2)cc1)C(Cl)c1ccccc1 (stereo not given) | 35 |
| Cc1cccc([C@@H]2[C@@H]3C(=O)N(Cc4ccccc4)C(=O)[C@@H]3[C@]3(CC(C)C)C(=O)N(c4cccc(Br)c4)C(=O)N23)c1 | -50 |
| O=C1C(Br)=C(c2ccccc2)C(c2ccccc2)=C1c1ccccc1 | -7 |
| CCOC(=O)c1c(C)[nH]c(C(=O)C(C)OC(=O)c2oc3ccccc3c2COC)c1C (stereo not given) | -2 |
| Cc1ccc(S(=O)(=O)N2CCN(C(=O)c3ccnn3C)CC2)cc1C | 3 |

The results go on:
| molecule | HTRA1 inhibitor |
| --- | --- |
| O=c1c2cccc3c2c(nn1CN1CCOCC1)-c1ccccc1-3 | 0 |
| CC[C@H](C)[C@@H](NC(=O)O[C@@H]1C(=O)c2cc(OC)ccc2O[C@H]1c1ccc(OC)c(Br)c1)C(=O)OC | -8 |
| CC1(C)Cc2c(C#N)c(NC3CCCCC3)nc(-c3ccco3)c2CO1 | -11 |
| Cc1ccc(Cn2c(=O)c3ccccc3n3c(CCC(=O)NCCN4CCOCC4)nnc23)cc1 | -3 |
| O=C(N[C@@H]1C/C=C\C[C@@H](CC(=O)N(CCO)Cc2ccccc2)C(=O)NCCOC1=O)OCC1c2ccccc2-c2ccccc21 | -1 |
| CC(C)c1nc2oc3ccccc3c(=O)c2c(=O)n1-c1ccccc1 | 4 |
| Cn1cc(/C=C/c2cc[n+](C)cc2)c2cc(F)ccc21 | 7 |
| CCc1ccc2nc(N(CCN(C)C)C(=O)/C=C/c3cccs3)sc2c1 | -12 |
| COC(=O)c1ccccc1NC(=O)Nc1nnc(N2CCCCC2C)s1 (stereo not given) | 0 |
| O=c1nc2sc3ccccc3n2c(=O)n1-c1cccc(Cl)c1 | -6 |
| NC(=S)N/N=C/c1c[nH]c2ccc(OCc3ccccc3)cc12 | 9 |
| Cc1ccc(NC(=O)CCSc2ccccc2)c(C)c1 | -1 |
| Cc1cccc(NC(=O)CCN2C(=O)c3ccccc3S2(=O)=O)c1C | 5 |
| CCOC(=O)[C@@H]1[C@H]2COc3cc(OC)ccc3[C@H]2N2C(=O)N(c3ccc(F)cc3)C(=O)[C@]12C | -13 |
| COc1ccc(/C=N/n2cc(-c3ccccc3)nc2N)cc1 | -4 |
| CC[C@]12c3[nH]c4ccc(OC)cc4c3CCN1C(=O)C(CC(=O)NCC13CC4CC(CC(C4)C1)C3)C[C@@H]2C(=O)N1CCN(C(=O)c2ccco2)CC1 (stereo not given in full) | -16 |
| CCc1cccc(C)c1NC(=O)Nc1c(Br)cnn1C | -3 |
| O=C(c1cc(-c2ccccc2Cl)nc2ccccc12)N1CCN(c2ccccn2)CC1 | 3 |
| CC(=O)N1CCc2cc(S(=O)(=O)NCCC(=O)N3CCc4ccccc4C3)ccc21 | -3 |
| NC(=O)c1cccc2c3c([nH]c12)CCCC3 | 7 |

Gathered by group: the compounds so far with an aryl thioether with sulfur outside any ring
| molecule | HTRA1 inhibitor |
| --- | --- |
| O=C1NC(=S)S/C1=C\c1ccc(SCc2ccco2)o1 | 20 |
| Cc1nc(SCC(=O)NCc2ccco2)c2c(=O)n(C)c(=O)n(CC(C)C)c2n1 | 5 |
| CSc1ncccc1C(=O)NNc1cc(Cl)ccc1Cl | 2 |
| Cc1ccc(NC(=O)CCSc2ccccc2)c(C)c1 | -1 |

The listing continues:
| molecule | HTRA1 inhibitor |
| --- | --- |
| O=C(Nc1ccccc1Cl)ON=C1c2ccccc2-c2ccccc21 | -38 |
| O=C(NCCc1ccccc1)c1ccc(Cl)c(S(=O)(=O)N2CCCC2)c1 | -6 |
| CCc1ccc2ncc(C(=O)c3ccccc3)c(N3CCOCC3)c2c1 | 0 |
| O=S(=O)(NC1CC(NS(=O)(=O)OCC(Cl)(Cl)Cl)C2CCCCC12)OCC(Cl)(Cl)Cl (stereo not given) | -34 |
| Cc1ccccc1-n1nc2c(c1NC(=O)c1cc3ccccc3oc1=O)CS(=O)C2 (stereo not given) | 1 |
| Cc1ccc(NC(=O)Cn2nnc(C(=O)NCCc3ccccc3)c2N)c(C)c1 | -7 |
| CC(C)CCCN1C(Nc2ccccc2)=NC[C@@H]1Cc1ccccc1 | -1 |
| Cc1ccc(CC(=O)Nc2nnc(-c3ccc(F)cc3)o2)c(C)c1 | 1 |
| CN(C)C1=NC[C@H](Cc2ccccc2)N1CC1CCC(C(C)(C)C)CC1 (stereo not given in full) | 3 |
| Cc1cccc(CCNS(=O)(=O)c2ccc3c(c2)CCN3C(=O)CCC(=O)O)c1 | -2 |
| CC(C)N1CCc2c(sc(NC(=O)c3ccc(S(=O)(=O)N4CCc5ccccc54)cc3)c2C(N)=O)C1 | -26 |
| O=C(c1cccc(F)c1)N1CCN(Cc2c[nH]c3ccccc23)CC1 | 7 |
| O=C(CN(Cc1ccc(Cl)c(Cl)c1)S(=O)(=O)c1ccccc1)N/N=C\c1ccc2c(c1)OCO2 | -6 |
| Cc1ccc(Cn2c(C(=O)NCCCN3CCOCC3)cc3sccc32)cc1 | -6 |
| O=C(NCc1ccc2c(c1)OCO2)c1cc(-c2ccccc2)c(N2CCOCC2)s1 | -14 |
